TRb-SRC2 inh: inhibitors of human thyroid hormone receptor beta-SRC2 interaction; TRbeta-SRC2 peptide binding, fluorescence polarization; receptor liganded with 1 µM T3; 0.065% of 280,000 active; AID 1469; P10828; Potency, µM (top dose mostly 106 µM), for inactives: top-dose activity change, negative = inhibition, usual class: inhibitors;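 also: plate controls were bound peptide for no effect and peptide without receptor for full effect; nearly all actives have a fitted effect of over 50% in size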
Target sequence (P10828 whole entry, looked up): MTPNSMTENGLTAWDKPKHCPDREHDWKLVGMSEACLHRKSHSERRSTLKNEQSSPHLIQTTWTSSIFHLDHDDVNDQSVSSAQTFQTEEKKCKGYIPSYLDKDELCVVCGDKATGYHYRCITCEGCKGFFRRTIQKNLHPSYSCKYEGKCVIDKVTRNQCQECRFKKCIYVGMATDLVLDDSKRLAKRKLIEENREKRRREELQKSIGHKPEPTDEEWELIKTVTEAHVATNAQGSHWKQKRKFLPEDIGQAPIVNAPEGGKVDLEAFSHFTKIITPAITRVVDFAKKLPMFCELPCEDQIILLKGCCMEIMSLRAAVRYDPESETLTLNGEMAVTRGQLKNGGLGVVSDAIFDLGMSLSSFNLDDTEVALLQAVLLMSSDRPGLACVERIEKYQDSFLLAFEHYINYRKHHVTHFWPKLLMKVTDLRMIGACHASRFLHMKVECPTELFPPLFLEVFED
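Decrease in fluorescence polarization of 20 nM Texas Red SRC2 coactivator peptide flagged inhibition of its binding to 0.6 uM TRb LBD; 1 uM T3 included, incubation 5 hr, ex 555/em 632 nm.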
RECQ1 helicase: blocks DNA unwinding by human RECQ1; RECQ1 DNA unwinding, red fluorescence kinetic read; 0.54% of 240,000 active; Potency, µM (series often up to 57.3 µM), without a hit: top-dose activity, negative = inhibition, hits mostly inhibitors;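 also: plate controls were vehicle for no effect and no enzyme for full effect; nearly all actives have a fitted effect of over 30% in size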
Target sequence (P46063 whole entry, looked up): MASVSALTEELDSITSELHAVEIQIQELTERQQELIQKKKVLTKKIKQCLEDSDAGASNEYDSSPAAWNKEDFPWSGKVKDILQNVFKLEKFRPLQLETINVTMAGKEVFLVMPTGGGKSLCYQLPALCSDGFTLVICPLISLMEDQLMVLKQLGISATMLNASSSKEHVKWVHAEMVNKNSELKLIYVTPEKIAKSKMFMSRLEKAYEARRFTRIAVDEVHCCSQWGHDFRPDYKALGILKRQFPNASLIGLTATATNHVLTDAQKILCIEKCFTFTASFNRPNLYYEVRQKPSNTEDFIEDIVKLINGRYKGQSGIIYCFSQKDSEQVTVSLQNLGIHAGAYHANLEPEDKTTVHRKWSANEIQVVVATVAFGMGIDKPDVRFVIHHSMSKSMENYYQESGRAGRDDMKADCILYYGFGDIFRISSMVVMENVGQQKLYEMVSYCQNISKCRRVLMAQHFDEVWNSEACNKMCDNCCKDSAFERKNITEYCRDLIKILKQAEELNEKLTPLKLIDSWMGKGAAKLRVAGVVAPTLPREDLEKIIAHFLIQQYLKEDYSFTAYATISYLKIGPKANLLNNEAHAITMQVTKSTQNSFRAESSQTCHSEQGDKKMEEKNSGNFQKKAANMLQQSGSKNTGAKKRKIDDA
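RECQ1T1 50 nM; forked duplex (20 bp + 30-nt ss tails) 200 nM, ATP 2 mM final; pH 8.0, 2 mM MgCl2, 2.5 ug/ml poly(dI-dC); 15 min compound preincubation; discontinuous kinetic read over 2 h at RT.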
TexasRed fluor: alters Texas Red total fluorescence, flagging assay interference; AID 1479; Potency, µM (series often up to 106 µM), for inactives: at the highest dose fluorescence change, negative = quenching; 0.29% of 280,000 active; TRb/SRC2 Texas Red total fluorescence interference; active = well fitted curve in either direction with a large enough effect; inconclusive = small, poorly fitted or top-dose-only effect; also: % is scaled to controls: 0 for no effect and ±100 for the full control effect
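Human TRb ligand-binding domain at 0.6 uM with 20 nM Texas Red SRC2 peptide in Tris buffer containing 1 uM T3 and 5% DMSO, incubated with compound 5 h at ambient temperature. Total fluorescence (555/632 nm) calculated as parallel + 2 × perpendicular.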
Tau fluor counter: counter-screen for tau fibril formation inhibitors; tau K18 P301L Alexa594 fluorescence, heparin fibrillization; Potency, µM (highest dose often 57.7 µM), without a hit: at the highest dose activity change, negative = decrease; 0.93% of 280,000 active; AID 1463; also: % is scaled to controls: 0 for no effect and ±100 for the full control effect; nearly all actives have a fitted effect of over 55% in size
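Human K18 P301L tau (15 uM unlabeled plus 0.24 uM Alexa 594-labeled, final) in 100 mM sodium acetate pH 7 was mixed with compound and 20 uM heparin and incubated 6 hr at 37 C.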
HTT cytoprotect: protects HTT-Q103 PC12 cells, measured by ATP. AID 1471. 0.14% of 230,000 active. PC12 HTT-Q103 induced, cytoprotection, ATP luminescence, 40 h. Potency, µM (highest dose often 56.4 µM), inactives show cytoprotection (ATP increase), usual class: activators;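 also: % of control where 0% means no effect; nearly all actives have a fitted effect of over 45% in size; toxic huntingtin expression switched on by the ecdysone agonist tebufenozide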
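Cells were plated at 1500 per well in phenol red-free DMEM with 5% equine and 5% calf serum. Tebufenozide (100 nM final) and compounds were added, then ATPlite reagent, and luminescence was read.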
Tau fibril ThT: tau fibrillization inhibition (ThT binding); P10636; recombinant tau K18 P301L (four-repeat tau fragment), heparin-induced fibrillization, ThT fluorescence; Potency, µM (highest dose often 57.4 µM), for the others: at the top dose activity, negative = inhibition, usual class: inhibitors; 2.1% of 270,000 active; AID 1460; also: % is scaled to controls: 0 for no effect and ±100 for the full control effect; nearly all actives have a fitted effect of over 55% in size
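In this qHTS, human K18 P301L tau is incubated with compound and heparin for 6 hr at 37 C, and Thioflavin T fluorescence then reports fibril load.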
Tau FP inhib: tau fibrillization inhibition (FP); K18 P301L tau heparin fibrillization, Alexa594 FP, 6 h; Potency, µM (top dose mostly 57.7 µM), for the others: at the top dose activity, negative = inhibition, hits mostly inhibitors; 0.39% of 280,000 active; AID 1468; also: % is scaled to controls: 0 for no effect and ±100 for the full control effect; nearly all actives have a fitted effect of over 55% in size
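FP of Alexa 594-tau after heparin (20 uM) induction. Substrate: human K18 P301L, 15 uM unlabeled, 0.24 uM labeled. Buffer 100 mM sodium acetate pH 7. 6 hr, 37 C.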
L3MBTL1 inh: blocks human L3MBTL1; AID 485360; Q9Y468; 0.66% of 230,000 active; Potency, µM (doses to about 57.1 µM), inactives show at the top dose activity, negative = inhibition, actives largely listed as inhibitors; AlphaScreen L3MBTL1–H3K9me1 peptide binding; also: % is scaled to controls: 0 for no effect and ±100 for the full control effect; nearly all actives have a fitted effect of over 60% in size
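Read-out is AlphaScreen signal from streptavidin donor and nickel chelate acceptor beads (10 ug/mL final each) bridging L3MBTL1 (50 nM) and biotinylated K9-monomethylated H3(1-15) peptide (75 nM), after 30 min compound exposure at room temperature.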
Active calls of the source: *; i = inactive; ? = inconclusive; · = not tested or not shown; & = joins results of further samples; [ ] = remark or other dose. Unless noted, calls follow the shape of the dose curve; as a rule, active = well fitted curve in the direction sought with a large enough effect; inconclusive = small, poorly fitted or top-dose-only effect, or another doubt; inactive = no such curve, though single readings can be large; an effect the other way counts as inactive or inconclusive. Potency is read from the fitted curve at half-maximal effect. This is a subset. The share of hits here may be higher or lower than overall.

SMILES	TRb-SRC2 inh	RECQ1 helicase	TexasRed fluor	Tau fluor counter	HTT cytoprotect	Tau fibril ThT	Tau FP inhib	L3MBTL1 inh
O=C1CC(SC2=NCCS2)C(=O)N1c1cccc(Cl)c1Cl (configuration not stated)	3%	-12%	-2%	1%	-6%	-4%	-6%	·
CCOC(=O)c1c(NC(=O)Cn2nc(C(=O)O)c3ccccc3c2=O)sc(CC)c1C	-2%	2%	-6%	-7%	-25%	-3%	-6%	-2%
COc1ccc(N2CCN(C(=O)NC3CCCCC3)CC2)cc1	-4%	-3%	1%	-1%	-11%[1.9 µM]	1%	?	-15%
CCOc1ccc(CC(C(=O)NN)C(=O)NN)cc1CN(C)C	2%	11%	1%	-8%	-10%	-1%	-4%	·
Cn1c(N)c(C(=O)N/N=C/c2ccccc2)sc1=S	2%	-7%	-8%	?	-1%[10 µM]	·	4%	·
COc1cc(OC)c(C2Nc3ccccc3-c3nnc(SCc4ccccc4)nc3O2)cc1OC (configuration not stated)	0%	·	-1%	-17%	·	?	-4%	·
O=C(O)Cc1ccc2[nH]c3ccc(CC(=O)O)cc3c2c1	-14%	-1%	-2%	-18%	-2%[0.074 µM]	?	-4%	-13%
CCC(C)(C)n1nnnc1C(c1ccc(C)cc1)N1CCCC1 (configuration not stated)	3%	-14%	-7%	2%	10%[10 µM]	1%	-7%	-4%
Cn1c(NNC(=O)C2CCCCC2)cc(=O)n(C)c1=O	-3%	0%	0%	-2%	8%	-14%	-1%	·
Cc1cc2nn(-c3ccccc3)nc2cc1NC(=O)Cc1ccc(Cl)cc1	1%	·	4%	-12%	·	-14%	-7%	·
COc1nc(SCC(=O)Nc2ccccc2Cl)nc(N(C)C)n1	10%	-4%	1%	-10%	-14%[10 µM]	-3%	-2%	6%
Cc1cc(C(=O)c2cnc(/N=C/N(C)C)s2)cc(C)c1O	5%	-4%	0%	-14%	-38%	-4%	-1%	2%
CC(C)c1nnc(NC(=O)CSc2nnc(NC(=O)c3c(F)cccc3F)s2)s1	-8%	i	0%	5%	-53%	-2%	0%	5%
O=C(CCN1CCN(CCO)CC1)Nc1ccc(Br)cc1	6%&-14%	-2%	1%&3%	-15%&8%	13%[10 µM]	-13%&4%	0%&2%	1%
CCOC(=O)N1CCC(N2CC34C=CC(O3)C(C(=O)Nc3ccc(OCC)cc3)C4C2=O)CC1 (configuration not stated)	0%	-11%	1%	-1%	-11%	-4%	-7%	5%
CCCN(CCC)CCCNC(=O)c1cc2c(=O)n(C)c3ccccc3c2n1C	4%	3%	-4%	-3%	-28%	-4%	2%	4%
O=C1CN(C(=O)c2ccc(S(=O)(=O)N3CCCC3)cc2)C(c2ccccc2)c2cc(F)ccc2N1 (configuration not stated)	5%	·	-3%	-14%	·	-10%	-1%	·
COC(=O)c1ccc2c(=O)n(CCCCCC(=O)NCCNC(C)=O)c(=O)[nH]c2c1	-2%	-15%	-2%	3%	-25%	2%	0%	-10%
O=C(COC(=O)c1nn(-c2ccccc2)c(=O)c2ccccc12)NC1CCS(=O)(=O)C1 (configuration not stated)	0%	-2%	-1%	-3%	-18%	0%	1%	·
COc1ccc(C2C(C(=O)N3CCOCC3)=C(C)NC3=C2C(=O)CC(C)(C)C3)c(OC)c1 (configuration not stated)	3%	i	-4%	-1%	-7%[10 µM]	-4%	3%	6%
Cc1nc(-c2ccccn2)nc(SCC(=O)c2ccc(F)cc2)c1Cl	6%	1%	0%	10%[0.0958 µM]	2%[10 µM]	·	1%[0.0958 µM]	·
CN(Cc1ccccc1)C(=O)COC(=O)Cn1cnc2ccccc21	-12%	-16%	-2%	1%	·	2%	-2%	10%
O=C(NC1CCS(=O)(=O)C1)c1cccc(S(=O)(=O)N2CCOCC2)c1 (configuration not stated)	0%	2%	3%	1%	2%[0.074 µM]	-2%	-4%	·
NC/C=C/C(=O)O	5%&2%&1%	-5%&13%	-1%&-1%&-9%	-2%&1%&-2%	-15%&-8%	-5%&-5%&-1%	1%&-4%&0%	·
CCc1cccc(-n2nnc(S(=O)(=O)c3ccc(OC)cc3)c2C)c1	-6%	·	1%	-29%	·	-14%	5%	·
Cc1ccc(NC(=S)N(CCN(C)C)C(C)c2cccnc2)cc1 (configuration not stated)	3%	-17%	-6%	-15%	-29%	-10%	0%	·
CCc1cccc(NC(=O)CSc2nc3ccccc3nc2N2CCCCC2)c1	4%	·	7%	-23%	·	-8%	-10%	·
CC(=O)N(C)c1ccc(NC(=O)C(Sc2ccccc2)c2ccccc2)cc1 (configuration not stated)	-7%	i	-4%	-18%	·	-2%	-1%	-8%
CCOC(=O)c1ccc(NC(=O)CC2SCCNC2=O)cc1 (configuration not stated)	4%	0%	0%	0%	1%[0.074 µM]	-2%	10%	-1%
COc1ccccc1CNC(=O)c1cc2ccc3ccc(C)[nH]c3c2n1	-7%	·	1%	-21%	·	6%	-8%	·
CCOc1ccc(NC(=O)c2cc3c(C)nc4ccccc4c3o2)cc1	10%	i	-2%	-20%	-8%[10 µM]	?	-7%	14%
COC(=O)c1ccc(C#CC(NP(=O)(c2ccccc2)c2ccccc2)c2ccccc2)cc1 (configuration not stated)	-7%	-14%	-17%	-12%	?	-17%	4%	·
CC1CN(CCCSc2ccc(Cl)cc2)CC(C)O1 (configuration not stated)	-2%	14%	-3%	-3%	-35%[inhibitor]	3%	-2%	-15%[11.4 µM]
CCOC(=O)Nc1ccc(Cc2ccncc2)cc1	-3%	-1%	-2%	-13%	-6%[10 µM]	-14%	-4%	4%
NC(=O)c1cnn(C2CCS(=O)(=O)C2)c1 (configuration not stated)	0%	-5%	-2%	-2%	-9%	-5%	-8%	-7%
NCC1O[C@@H](OC2C(N)C[C@H](N)[C@@H](O[C@H]3OC(CO)C(O)C(N)C3O)C2O)C(O)C(O)C1O (some centres not stated)	0%	i	-1%	5%	-21%	?	3%	·
COc1ccc(-c2noc(CSc3nc4ccccc4c(=O)n3-c3ccccc3)n2)cc1	0%	i	-2%	-16%	2%	2%	?	-22%
O=C(CCCn1c(=S)[nH]c2cc3c(cc2c1=O)OCO3)N1CCN(c2ccccn2)CC1	-12%	-6%	-2%	-14%	7%	?	5%	-1%
O=C1CCC(C(=O)NCc2ccc3c(c2)OCO3)N1 (configuration not stated)	8%	i	-1%	5%	-24%	-3%	6%	·
Cc1ccc(C(CC(=O)c2ccco2)SCCO)cc1 (configuration not stated)	-4%	-7%	-5%	0%	-4%	?	1%	-8%
O=[N+]([O-])/C(=C\Nc1ccccc1)S(=O)(=O)c1ccccc1	3%	2%	2%	-1%	-15%	-5%	-3%	-2%
O=C(O)CCCCCN=C1CCc2ccccc2N1	2%	0%	0%	-8%	-12%	-10%	-2%	9%
O=C(Cc1ccccc1)c1c[nH]c(C(=O)O)c1	3%	-7%	0%	0%	11%	-6%	0%	·
O=C(O)CCc1nn2c3ccccc3n(Cc3ccccc3F)c2nc1=O	2%	-4%	-1%	4%	·	-2%	4%	2%
Cc1nc(NCCc2ccc(S(N)(=O)=O)cc2)c2c3c(sc2n1)CCC3	1%	i	1%	-24%	-8%	-18%	14%	·
Cc1ccccc1NC(=S)NCC(c1cccnc1)N(C)C (configuration not stated)	-3%	-7%	?	-6%	6%[10 µM]	-2%	-8%	-1%
COc1cc(C(=O)OCCCN2CCCN(CCCOC(=O)c3cc(OC)c(OC)c(OC)c3)CC2)cc(OC)c1OC	0%	-5%[25.9 µM]	-4%	-16%&-5%&-14%	-56%[inhibitor]	-12%&-5%&-15%	-6%&-1%&2%	·
CCc1ccccc1N(CC(=O)N/N=C/c1ccc(OC(=O)OC)c(OC)c1)S(C)(=O)=O	-9%	-4%	-3%	-2%	7%	-7%	-1%	·
Cn1ccnc1C1CCCCN1C(=O)c1cc(COc2ccc(F)cc2Cl)on1 (configuration not stated)	-4%	i	0%	-4%	3%[10 µM]	-1%	-5%	-20%
O=C(c1cccc(C(F)(F)F)c1)C1CCCN(C(=O)CCc2cnccn2)C1 (configuration not stated)	0%	0%	-6%	-1%	-18%	-4%	-11%	-4%
Cc1nc(N)c(Cc2ccccc2F)c(N)n1	-4%	-3%	-5%	5%	-4%[10 µM]	3%	6%	-21%
COc1ccc(/C=C/C(=O)c2ccc3ccccc3c2O)cc1CN1CCOCC1	14%	2%	1%	-23%	?	16µM*	-15%	-5%
Cc1cccc(CNC(=O)C2CCN(S(=O)(=O)c3cccc4nonc34)CC2)c1	-4%	·	1%	-3%	·	0%	1%	·
CCCCCCOC(=O)c1ccccc1NC(=O)/C=C/C(=O)O	-13%	-2%	1%	-9%	-48%[inhibitor]	?	-1%	?
CCOc1cc(/C=N/NC(=O)COc2ccccc2C)ccc1OC(=O)c1cccs1	-15%[53 µM]	-10%	2%[53 µM]	?	-14%	-18%	-3%	0%

7 of the compounds above, as comma-separated lines.
mol,TRb-SRC2 inh,RECQ1 helicase,TexasRed fluor,Tau fluor counter,HTT cytoprotect,Tau fibril ThT,Tau FP inhib,L3MBTL1 inh
CCc1ccccc1N(CC(=O)N/N=C/c1ccc(OC(=O)OC)c(OC)c1)S(C)(=O)=O,-9%,-4%,-3%,-2%,7%,-7%,-1%,·
Cn1ccnc1C1CCCCN1C(=O)c1cc(COc2ccc(F)cc2Cl)on1 (configuration not stated),-4%,i,0%,-4%,3%[10 µM],-1%,-5%,-20%
O=C(c1cccc(C(F)(F)F)c1)C1CCCN(C(=O)CCc2cnccn2)C1 (configuration not stated),0%,0%,-6%,-1%,-18%,-4%,-11%,-4%
Cc1nc(N)c(Cc2ccccc2F)c(N)n1,-4%,-3%,-5%,5%,-4%[10 µM],3%,6%,-21%
COc1ccc(/C=C/C(=O)c2ccc3ccccc3c2O)cc1CN1CCOCC1,14%,2%,1%,-23%,?,16µM*,-15%,-5%
Cc1cccc(CNC(=O)C2CCN(S(=O)(=O)c3cccc4nonc34)CC2)c1,-4%,·,1%,-3%,·,0%,1%,·
CCCCCCOC(=O)c1ccccc1NC(=O)/C=C/C(=O)O,-13%,-2%,1%,-9%,-48%[inhibitor],?,-1%,?

Assay outcomes (PubChem)
